Screening data (PubChem BioAssay)
POLB inh – qHTS Assay for Inhibitors of DNA Polymerase Beta | P06746 | Pol beta primer extension/strand displacement, fluorescence kinetic | Potency, µM (titrated, usually from 114 µM), for inactives: top-dose activity change, negative = inhibition, hits mostly inhibitors | 340,000 tested, 1.3% active | AID 485314, 2010; note: potency is the fitted concentration of half-maximal effect; % is set by controls: 0 for no effect and ±100 for the full control effect
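Pol beta (10 nM) and compounds were preincubated 15 min at room temperature, then 50 nM substrate (final) started primer extension/strand displacement. Reads were taken at 0 and 10 min; concentration-response data were fitted to a four-parameter Hill equation.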
RGS4 inh – Inhibitors of Regulator of G Protein Signaling (RGS) 4: qHTS; Regulator of G-protein signaling 4 (Homo sapiens), P49798; Transcreener GDP fluorescence polarization, RGS4-accelerated GTP hydrolysis; Potency, µM (doses to about 114 µM), for inactives: top-dose activity change, negative = inhibition, most hits filed as inhibitors; 390,000 tested, 0.039% active; note: potency is the fitted concentration of half-maximal effect; % is set by controls: 0 for no effect and ±100 for the full control effect; nearly all actives have a fitted effect of over 75% in size; some results filed as inactive show a strong effect at the top dose
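MLSMR compounds (23 nl, pin-transferred) preincubated 10 min at room temperature with a 500nM (2x) first reagent, then RGS4 at 900nM (2x) plus Transcreener GDP mix added; fluorescence polarization (620/688 nm) read before and after 90 min at 30 °C.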
POLK inh – qHTS for Inhibitors of Polymerase Kappa. DNA polymerase kappa (Homo sapiens), Q9UBT6. purified Pol kappa, fluorescent DNA synthesis assay, 10 min. Potency, µM (doses to about 107 µM), for the others: at the top dose activity, negative = inhibition, actives largely listed as inhibitors. 400,000 tested, 0.53% active. AID 588579, 2011; note: potency is the fitted concentration of half-maximal effect; % is set by controls: 0 for no effect and ±100 for the full control effect
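Enzyme at 10 nM met test compounds for 15 min at room temperature. Substrate addition (50 nM final) began the reaction, which was monitored by fluorescence at 0 and 10 min.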
12-LOX inh – Primary qHTS assay for inhibitors of human arachidonate 12S-lipoxygenase (ALOX12): Round 2. purified 12hLO, xylenol orange hydroperoxide absorbance. Potency, µM (series often up to 108 µM), without a hit: top-dose activity change, negative = inhibition, actives largely listed as inhibitors. 580,000 tested, 1.1% active; note: potency is the fitted concentration of half-maximal effect; % is set by controls: 0 for no effect and ±100 for the full control effect
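Purified human 12hLO (150 nM final) in 25 mM Hepes, 0.01% Triton X-100, pH 7.0 was preincubated 15 min at room temperature with compound. Then 40 uM arachidonic acid was added, 30 min. Hydroperoxide was read by Fe-XO absorbance ratio 573/405 nm.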
APEX1 inh – qHTS Assay for Inhibitors of the Human Apurinic/apyrimidinic Endonuclease 1 (APE1). recombinant APE1, TAMRA/BHQ-2 abasic DNA cleavage fluorescence. AID 2517, 2012. Potency, µM (doses to about 65.8 µM), for inactives: at the top dose activity change, negative = inhibition, usual class: inhibitors. 350,000 tested, 0.35% active;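 note: potency is the fitted concentration of half-maximal effect; plate controls were vehicle for no effect and reference inhibitor for full effect; nearly all actives have a fitted effect of over 55% in size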
Target sequence (P27695 whole entry, looked up): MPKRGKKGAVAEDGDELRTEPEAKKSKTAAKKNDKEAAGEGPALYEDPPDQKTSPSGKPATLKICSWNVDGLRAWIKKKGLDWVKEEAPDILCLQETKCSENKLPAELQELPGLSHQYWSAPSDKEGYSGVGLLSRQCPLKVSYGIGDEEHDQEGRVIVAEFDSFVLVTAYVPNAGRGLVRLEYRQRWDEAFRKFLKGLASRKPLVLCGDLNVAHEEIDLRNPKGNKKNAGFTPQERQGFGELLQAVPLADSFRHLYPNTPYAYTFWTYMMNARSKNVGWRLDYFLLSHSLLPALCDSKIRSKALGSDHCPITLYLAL
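Enzyme (0.75 nM final) and test compound are incubated 15 min at room temperature before adding 50 nM quenched THF abasic-site duplex. Cleavage dequenches TAMRA, followed at 525/598 nm over three reads one minute apart.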
Apoferritin bind – qHTS Assay for Identification of Novel General Anesthetics; AID 485281, 2010; 350,000 tested, 0.074% active; apoferritin/1-aminoanthracene competitive binding, fluorescence; Ferritin light chain (Equus caballus), P02791; Potency, µM (titrated, usually from 77.5 µM), for inactives: at the top dose activity change, negative = displacement, actives largely listed as inhibitors; note: potency is the fitted concentration of half-maximal effect; % is set by controls: 0 for no effect and ±100 for the full control effect; nearly all actives have a fitted effect of over 20% in size
Target sequence (P02791 2-175 limits assumed): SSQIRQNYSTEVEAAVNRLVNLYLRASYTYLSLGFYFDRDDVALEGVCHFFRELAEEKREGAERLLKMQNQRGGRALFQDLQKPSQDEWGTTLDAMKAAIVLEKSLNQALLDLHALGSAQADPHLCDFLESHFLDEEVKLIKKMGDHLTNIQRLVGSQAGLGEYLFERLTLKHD
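Concentration-response curves derived by four-parameter Hill fitting of normalized fluorescence, where compounds displaced 1-AMA from 10 uM horse apoferritin following a brief 10 min room-temperature incubation; propofol titration acted as positive control.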
ERG-DNA inh – qHTS for Small Molecule Inhibitors of the ERG Ets/DNA interaction; Transcriptional regulator ERG (Homo sapiens), P11308; fluorescence polarization, His-ERG Ets domain / labelled DNA; Potency, µM (top dose mostly 76.9 µM), for the others: at the top dose FP activity, negative = inhibition, usual class: inhibitors; 370,000 tested, 0.028% active; active = well fitted inhibition curve with a large enough effect in the polarisation, with a control signal flat; inconclusive = small, poorly fitted or top-dose-only effect, or effect the other way, or a change in a side signal; inactive = no such curve, though single readings can be large or run the other way; the % refers to the polarisation;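 note: polarization taken with two DNA probes labelled with fluorescein and Texas red; potency is the fitted concentration of half-maximal effect; % of control where 0% means no effect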
Target sequence (P11308 whole entry, looked up, the tested form may be a part): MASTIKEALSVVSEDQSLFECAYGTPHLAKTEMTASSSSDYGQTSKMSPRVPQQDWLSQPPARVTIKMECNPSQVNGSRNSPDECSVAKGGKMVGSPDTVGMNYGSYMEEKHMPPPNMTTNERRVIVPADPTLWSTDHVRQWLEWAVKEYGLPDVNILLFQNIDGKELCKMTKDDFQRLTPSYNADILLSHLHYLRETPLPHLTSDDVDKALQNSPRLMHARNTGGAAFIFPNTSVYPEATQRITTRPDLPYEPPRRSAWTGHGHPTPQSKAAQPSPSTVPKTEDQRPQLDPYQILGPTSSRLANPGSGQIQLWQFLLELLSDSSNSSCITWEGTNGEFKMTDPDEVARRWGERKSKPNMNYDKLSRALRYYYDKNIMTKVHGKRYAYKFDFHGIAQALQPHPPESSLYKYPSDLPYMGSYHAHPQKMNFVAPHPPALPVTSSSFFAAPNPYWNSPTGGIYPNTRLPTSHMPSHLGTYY
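His-tagged ERG Ets domain (1 uM in the protein solution; 300mM KCl, 50mM Tris-HCl, 1mM EDTA, 1mM DTT, pH 7.5) received compound, then a probe mix of 5 nM fluorescein-DNA and 100nM Texas-615-DNA. Fluorescence polarization was read for both dyes.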
LDHA inh – qHTS assay for inhibitors of human lactate dehydrogenase; L-lactate dehydrogenase A chain (Homo sapiens), P00338; purified LDHA, NADH/diaphorase-resazurin fluorescence; hits give low values; activity change, % (values are at about 110 or 230 µM); 480,000 tested, 0.15% active; AID 1347041, 2019; in the data active = activity change below about -30%; inconclusive = mostly about -25% to -30%;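 note: plate controls were DMSO wells for no effect and wells without enzyme for full effect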
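Remaining NADH was detected by diaphorase (0.133 mg/mL) converting 37 µM resazurin to fluorescent resorufin, read at 0 and 20 minutes. The preceding 5-minute room-temperature reaction used 2 nM LDHA, 0.2 mM sodium pyruvate and 0.06 mM NADH at pH 7.4.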
Pol eta inh – qHTS for Inhibitors of Polymerase Eta. recombinant Pol eta, fluorescent DNA replication assay. 390,000 tested, 1.2% active. Potency, µM (doses to about 114 µM), inactives show at the highest dose activity change, negative = inhibition, hits mostly inhibitors. DNA polymerase eta (Homo sapiens), Q9Y253; note: potency is the fitted concentration of half-maximal effect; % is set by controls: 0 for no effect and ±100 for the full control effect
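Fluorescent replication assay: 50 nM final substrate added after a 15 min room-temperature compound preincubation with 10 nM enzyme. Signal taken at 0 min and again at 10 min.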
Starred values were filed as active, the others as inactive; ? = inconclusive; / = not tested or not shown; & = joins results of further samples; [ ] = remark or other dose. Unless noted, calls come from the whole dose curve; as a rule, active = well fitted curve in the direction sought with a large enough effect; inconclusive = small, poorly fitted or top-dose-only effect, or another doubt; inactive = no such curve, though single readings can be large; an effect the other way counts as inactive or inconclusive. Only part of the results is shown (hit frequency here may not be typical).

Every second line gives: POLB inh	RGS4 inh	POLK inh	12-LOX inh	APEX1 inh	Apoferritin bind	ERG-DNA inh	LDHA inh	Pol eta inh
- COc1ccccc1OCC(=O)Nc1cc(Cl)ccc1Oc1ccccc1
 : 3.8%[57.1 µM]	6.7%	-10.6%	-20.0%	-3.5%	33.8%[activator]	/	-0.9	-10.9%
- Cc1cccc(N2CC(C(=O)OCc3ccc([N+](=O)[O-])cc3)CC2=O)c1 (centres undefined)
 : 0.7%	-5.2%	4.7%	-0.3%	-0.9%	?	10.1%	-8.3	-15.6%
- Cc1ccc(C)c(OCC(=O)Nc2ccc(S(=O)(=O)Nc3ccccn3)cc2)c1
 : -1.0%	?	4.8%	-13.2%	-4.1%	-11.5%	6.7%	-1.9	-16.3%
- O=C(c1ccc2c(c1)N(Cc1ccccc1)C(=O)c1ccccc1S2(=O)=O)N1CCN(c2ccccc2)CC1
 : 1.6%	14.1%	-10.1%	-9.6%	/	3.4%	1.2%	-2.4	/
- COc1ccccc1C(=O)COC(=O)/C=C/c1ccccc1
 : -15.7%	24.4%	-9.3%	9.0%	54.7%[activator]	?	10.3%	-3.7	-3.6%
- CCOC(=O)C1CCCN(CC(=O)/C=C2/N(C)c3ccccc3C2(C)C)C1 (centres undefined)
 : -2.7%	-12.5%	-5.6%	?	0.5%	4.5%	3.3%	-1.7	-21.9%
- O=C(NCc1ccc(F)cc1)N1CCN(C(=O)c2ccccc2)CC1
 : /	0.8%	3.2%	385.8%&-4.0%[activator]	-9.6%	/	-13.1%	-4.5&-2.4	4.9%
- O=C(NCC(c1ccc(Cl)cc1)N1CCCCC1)c1ccccc1 (centres undefined)
 : 11.8%	-19.5%	-5.3%	?	/	-10.3%	-2.4%	-1.8	-16.5%
- CCOC(=O)c1ccc(NC(=O)N2CCN(CCc3ccccc3)CC2)cc1
 : -2.9%	7.3%	-18.5%	2.8%	-6.0%	-5.9%	6.5%	0.2	-4.4%
- CC(C)OC(=O)C1Cc2ccccc2CN1S(=O)(=O)c1cccs1 (centres undefined)
 : 31.6µM*	-7.4%	-30.6%	-19.3%	-10.1%	-16.1%	-4.0%	-1.5	?
- O=C(CCCO)NNc1c2ccccc2nc2ccccc12
 : -18.2%	-4.9%	-1.7%	?	-1.0%	0.6%	-0.3%	-9.7	-15.2%
- COC(=O)c1c(O)c2c([nH]c1=O)CCCC2
 : -5.3%	3.7%	-6.2%	-2.1%	-0.3%	-5.3%	-4.9%	-2.0	-9.8%
- CC(C)CCOC(=O)/C(=C/c1ccco1)NC(=O)/C=C/c1ccccc1
 : -2.9%	-14.9%	-6.7%	39.8µM*	-8.0%	?	-3.7%	0.0	-3.0%
- CC(C)c1ccc(C(=O)OC2CCOC2=O)cc1 (centres undefined)
 : 20µM*	-16.6%	-10.4%	-4.2%	54.9%[activator]	?	-3.5%	-4.4	?
- Cc1ccc(N=C2NC(=O)C(CC(=O)O)S2)cc1 (centres undefined)
 : 14.9%	10.0%	0.0%	?	11.0%	-3.9%	-1.6%	1.6	-4.7%
- CN(C)C(=O)c1ccc(NC(=O)COC(=O)Cn2cc(C(F)(F)F)ccc2=O)cc1
 : /	-6.5%	1.4%	-7.6%	22.4%	/	-17.5%	-4.3	-5.5%
- COc1ccccc1-n1cnnc1SC(C)C(=O)NCC1CCCO1 (centres undefined)
 : /	-29.7%	-4.8%	196.2%[activator]	28.9%	/	8.5%	-0.9	2.2%
- CCOC(=O)CSc1nc2sc3c(c2c(=O)n1-c1ccccc1)CCC(C(C)(C)C)C3 (centres undefined)
 : 2.6%	3.0%	8.9%	-9.8%	/	-3.9%	0.4%	0.2	-8.5%
- Cc1ccc(-n2ncc(C(=O)N3CCN(c4cccc(C)c4C)CC3)c2C2CCNCC2)c(C)c1
 : -8.9%	-34.5%	-15.1%	0.6%	/	1.9%	2.1%	1.4	-2.6%
- COc1ccc(C(=O)OC(C)C(=O)Nc2cc(C(F)(F)F)ccc2Cl)c(OC)c1OC (centres undefined)
 : 9.4%	6.0%	-18.2%	-27.8%	-3.1%	-7.4%	-4.9%	0.7	-29.1%
- CCOC(=O)c1cc2c(=O)n3ccccc3nc2n(CC2CCCO2)c1=NC(=O)c1ccccc1Br (centres undefined)
 : 0.4%	-9.6%	3.4%	-27.5%	/	-6.1%	1.7%	-3.4	-9.5%
- O=C(CNC(=O)c1cccs1)N/N=C/c1ccc(Cl)cc1
 : 62.7%	15.2%	-5.6%	-0.5%	-9.3%	?	-3.8%	-5.3	-10.4%
- c1ccc(Nc2ncnc3c2oc2ccccc23)cc1
 : -20.0%	10.5%	-4.1%	?	-2.2%	8.5%	-2.7%	-11.2&-4.4	-0.2%
- Cc1cccc(NC(=O)[C@H](NC(=O)[C@@H]2Cc3ccccc3CN2)c2ccccc2)c1
 : -3.6%	-31.5%	-1.4%	4.1%	-18.9%	-14.7%	7.7%	0.1	-10.0%
- O=C(NCc1ccccc1)C12CN(Cc3ccccc3)CC1C(c1ccc([N+](=O)[O-])cc1)=NO2 (centres undefined)
 : 1.8%	-22.2%	-8.0%	?	-5.4%	-21.1%	-11.9%	0.2	-14.9%
- CCCCOCCCN1CC(=O)N2[C@@H](Cc3c([nH]c4ccccc34)C2(C)C)C1=O
 : 11.6%	-17.4%	-7.5%	0.0%	-7.6%	-6.6%	1.2%	-1.4	-23.8%
- Cc1c(C(=O)N2CCN(S(=O)(=O)c3cc(F)ccc3F)CC2)oc2ccccc12
 : /	7.2%	-17.4%	148.3%[activator]	7.0%	/	-2.8%	0.5	?
- COc1ccc(S(=O)(=O)NNC(=O)c2ccccc2-n2cccc2)cc1
 : 1.5%	10.5%	3.9%	-1.9%	-5.9%	-2.2%	-17.7%	-1.2	-0.1%
- CCN(CC)CCN(C(=O)c1cc(Cl)sc1Cl)c1nc2cc3c(cc2s1)OCO3
 : -26.6%	-2.7%	-7.1%	?	21.3%	-17.6%	9.0%	-0.2	-28.1%
- Cc1cc(C(=O)Nc2ccccc2N2CCOCC2)ccc1[N+](=O)[O-]
 : ?	-4.5%	1.3%	6.7%	1.9%	-6.8%	-14.1%	-4.7	-5.3%
- COc1ccc(-c2oc3ncn4nc(COc5c(C)cccc5C)nc4c3c2-c2ccc(OC)cc2)cc1
 : 1.7%	0.2%	-5.5%	-21.2%	/	-2.7%	-12.6%	-1.6	-20.9%
- Cc1nn(C(C)(C)C)c(NC(=O)c2ccccc2)c1C#N
 : -3.3%	10.0%	-4.7%	-15.0%	16.6%	3.6%	6.0%	-1.9	-6.8%
- CCc1ccc(S(=O)(=O)ON2C(=O)c3ccccc3C2=O)cc1
 : 5.0%	?	1.4%	?	8.9%	0.4%	3.6%	-2.2	-6.3%
- Cc1nn(C)c(C)c1CN(Cc1nc(-c2cc(F)ccc2F)oc1C)C1CC1
 : 4.1%	-16.1%	-11.7%	-4.8%	1.1%	-7.7%	-6.7%	0.1	-24.7%
- CCC(CC)NC(=O)CC(c1ccccc1)c1ccccc1
 : ?	10.4%	-20.1%	12.5%	1.3%	-3.2%	-3.2%	-16.1	-12.7%
- COc1cccc(NC(=O)CN(Cc2ccccc2)S(=O)(=O)c2ccc3nc(C)sc3c2)c1
 : 13.4%	-7.9%	0.0%	-6.4%	/	-1.5%	6.1%	2.7	0.9%
- CC(C)(C)[C@H]1CCC(=O)N([C@H](CSc2ccccc2)Cc2ccccc2)CC1
 : -14.9%	-12.6%	-1.3%&-2.9%	0.8%	25.8%	-9.6%	2.0%	-2.4	-25.0%
- Cc1cc(C)c(NC(=O)CNC(=O)c2ccc3ncsc3c2)c(C)c1
 : /	-42.3%	5.2%	?	-3.2%	/	-0.7%	-0.7	4.0%
- Cc1ccccc1NC(=O)NC1(C(=O)N2CCC(O)CC2)CCCCC1
 : 40.7%	-27.8%	5.5%	-4.7%	-9.2%	32.4%[activator]	-2.2%	0.4	-11.6%
- Cc1ccc(S(=O)(=O)N(C)C)cc1NC(=S)Nc1cccc2ccccc12
 : 4.7%	-51.3%	3.7%	?	26.1%	4.5%	-6.7%	5.9	-13.9%
- O=C(CCOc1ccccc1)Nc1ccnn1C1CCN(CCc2ccccc2)CC1
 : -1.7%	32.3%	-11.2%	-1.4%	-3.2%	-3.6%	3.7%	-6.2	-0.8%
- COc1ccc(-c2nc3c(c(SCC(=O)N4CCCC4)n2)COC(C)(C)C3)cc1
 : /	8.2%	-23.1%	414.1%[activator]	/	/	-16.3%	-4.5	-21.4%
- CCN=c1scc(C)n1/N=C/c1ccsc1
 : -1.1%	-9.0%	-4.7%	-0.2%	9.1%	-9.7%	12.0%	-4.9	-22.2%
- O=C(CCc1nnc2ccc(NCc3ccco3)nn12)N1CCCCC1
 : -16.3%	3.0%	0.7%	0.5%	13.8%	-19.1%	11.2%	-1.9	?
